KDM5B inh – inhibitors of human KDM5B histone demethylase; KDM5B demethylase, FDH-coupled NADH fluorescence (FDH is formaldehyde dehydrogenase); Potency, µM (highest dose often 57.7 µM), without a hit: at the highest dose activity change, negative = inhibition, usual class: inhibitors; hit rate 2.6% among 220,000; AID 1347165; active = well fitted inhibition curve with a large enough effect; inconclusive = small, poorly fitted or top-dose-only effect; inactive = no such curve, though single readings can be large or run the other way; note: 0% is about no effect; nearly all actives have a fitted effect of over 70% in size
Target sequence (Q9UGL1 whole entry, looked up): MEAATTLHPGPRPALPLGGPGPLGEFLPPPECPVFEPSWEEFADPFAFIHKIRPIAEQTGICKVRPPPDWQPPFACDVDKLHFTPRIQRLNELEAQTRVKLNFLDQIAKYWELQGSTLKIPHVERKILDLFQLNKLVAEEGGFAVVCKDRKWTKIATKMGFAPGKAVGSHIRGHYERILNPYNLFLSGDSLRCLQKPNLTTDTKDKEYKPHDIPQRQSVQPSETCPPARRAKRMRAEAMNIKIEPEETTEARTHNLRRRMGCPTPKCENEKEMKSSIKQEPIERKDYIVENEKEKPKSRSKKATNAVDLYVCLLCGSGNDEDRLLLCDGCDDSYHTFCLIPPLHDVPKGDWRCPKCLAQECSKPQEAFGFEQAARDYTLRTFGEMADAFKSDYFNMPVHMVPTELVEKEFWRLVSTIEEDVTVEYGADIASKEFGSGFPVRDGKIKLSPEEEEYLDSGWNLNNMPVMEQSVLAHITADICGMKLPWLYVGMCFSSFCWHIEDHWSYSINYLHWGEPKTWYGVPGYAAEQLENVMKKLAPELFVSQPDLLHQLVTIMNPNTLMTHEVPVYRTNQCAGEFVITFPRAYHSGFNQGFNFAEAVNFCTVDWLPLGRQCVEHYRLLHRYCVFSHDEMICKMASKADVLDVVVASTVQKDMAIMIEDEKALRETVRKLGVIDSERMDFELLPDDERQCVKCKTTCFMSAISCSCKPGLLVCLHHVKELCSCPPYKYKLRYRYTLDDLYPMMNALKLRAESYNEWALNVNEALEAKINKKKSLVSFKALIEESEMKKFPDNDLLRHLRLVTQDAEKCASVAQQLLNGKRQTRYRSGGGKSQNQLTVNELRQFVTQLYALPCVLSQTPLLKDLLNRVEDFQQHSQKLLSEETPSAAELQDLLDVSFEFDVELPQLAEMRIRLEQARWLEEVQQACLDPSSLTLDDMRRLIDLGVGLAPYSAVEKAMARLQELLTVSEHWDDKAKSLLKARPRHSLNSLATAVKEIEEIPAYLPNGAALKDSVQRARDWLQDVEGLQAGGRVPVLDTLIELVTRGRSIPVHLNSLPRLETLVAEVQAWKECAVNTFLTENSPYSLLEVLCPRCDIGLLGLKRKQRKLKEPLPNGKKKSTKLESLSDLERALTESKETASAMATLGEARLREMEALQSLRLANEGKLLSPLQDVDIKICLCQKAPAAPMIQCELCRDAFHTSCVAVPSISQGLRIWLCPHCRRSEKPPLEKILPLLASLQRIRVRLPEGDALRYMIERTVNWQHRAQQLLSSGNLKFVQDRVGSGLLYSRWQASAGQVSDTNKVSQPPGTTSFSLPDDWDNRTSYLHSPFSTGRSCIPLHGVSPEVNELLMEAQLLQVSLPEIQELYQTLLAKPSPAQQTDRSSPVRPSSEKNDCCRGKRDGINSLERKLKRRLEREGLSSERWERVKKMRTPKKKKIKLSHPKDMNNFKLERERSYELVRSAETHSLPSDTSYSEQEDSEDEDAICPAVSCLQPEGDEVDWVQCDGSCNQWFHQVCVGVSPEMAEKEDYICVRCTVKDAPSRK
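Coupled FDH/NAD⁺ fluorescence readout. KDM5BΔAP 200 nM final; compound titration, 10 min RT preincubation; substrate mix 12.5 µM H3K4me3, 25 µM 2-OG, 50 µM Fe(II), 100 µM ascorbate, 0.25 mM NAD⁺, 0.25 U/mL FDH; ΔRFU over 30 min.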
Active calls of the source: *; [ ] = remark or other dose. Potency is the fitted concentration of half-maximal effect.

The opening 3 compounds (preview)
Results for Nc1nc(NCc2ccccc2)nc(NCCO)c1[N+](=O)[O-] ?
KDM5B inh: -5.3%

What do the screens show for `CCCCc1nc(N2CCCCC2)c(C#N)c2c1CCCC2`?
KDM5B inh: inconclusive

What do the screens show for `CN(C(=O)CCc1ncc(-c2ccccc2)o1)C1CC1`?
KDM5B inh: -4.8%

Main list, from the first entry:
Results for Nc1nc(NCc2ccccc2)nc(NCCO)c1[N+](=O)[O-] ?
KDM5B inh: -5.3%

What do the screens show for `CCCCc1nc(N2CCCCC2)c(C#N)c2c1CCCC2`?
KDM5B inh: inconclusive

What do the screens show for `CN(C(=O)CCc1ncc(-c2ccccc2)o1)C1CC1`?
KDM5B inh: -4.8%

Results for CSCC[C@@H]1NC(=O)c2cc(NC(=O)Cn3ccc4ccccc43)ccc2NC1=O ?
KDM5B inh: -32.0%

Results for O=C(c1cccc(Cl)c1)N1CCC2(CC1)Cc1ccccc1NC2=O ?
KDM5B inh: 12.2%

What do the screens show for `C=CCNC(=O)Nc1nc2c(s1)C[C@]1(C)CC[C@@H]3[C@H](OC(=O)[C@H]3C)[C@H]1[C@@H]2C`?
KDM5B inh: -9.1%[86.2 µM]

Results for Cc1nocc1C(=O)N1C[C@@H](CO)[C@H](c2ccccn2)C1 ?
KDM5B inh: 22.6%

Results for N#Cc1ccc(NC(=O)c2csc3c2CCCC3)cc1 ?
KDM5B inh: -4.3%

How did COc1ccc(N(CC(=O)Nc2cc(Cl)ccc2C)S(=O)(=O)c2c(C)noc2C)cc1 do in these assays?
KDM5B inh: -27.5%

What do the screens show for `O=C([C@@H]1C[C@H](Oc2ccccc2)CN1C(=O)c1ccc2ccccc2n1)N1CCOCC1`?
KDM5B inh: -9.7%

Results for CC(OC(=O)c1cc2ccccc2[nH]1)C(=O)N(C(C)C)C(C)C (stereo not drawn) ?
KDM5B inh: 22.6%

What do the screens show for `O=C(C1CC1)N1CCc2cc(Br)cc(S(=O)(=O)N3CCN(c4cccc(C(F)(F)F)c4)CC3)c21`?
KDM5B inh: inconclusive

How did Cn1c(=O)[nH]cc(CC(=O)N2C[C@H](C3CC3)[C@@H](N)C2)c1=O do in these assays?
KDM5B inh: 26.0%

What do the screens show for `CC(CCc1ccco1)NC(=O)c1ccccc1F` (stereo not drawn)?
KDM5B inh: 17.2%

What do the screens show for `CC(OC(=O)c1ccccc1-n1cnnn1)C(=O)Nc1ccc(N2CCOCC2)cc1` (stereo not drawn)?
KDM5B inh: -9.5%

What do the screens show for `COc1ccccc1CC(=O)N1CCCc2ncc(C(=O)Nc3cccc(F)c3)cc21`?
KDM5B inh: inconclusive

Results for Cn1c(=O)c2c(ncn2CC(=O)NC2CC2)n(C)c1=O ?
KDM5B inh: 10.1%

How did O=C(NC[C@H]1OC[C@@H](NCc2ncc[nH]2)[C@@H]1O)C1CCCC1 do in these assays?
KDM5B inh: inconclusive

How did COc1ccc(C)cc1NC(=O)CN1C(=O)NC2(CCCCC2)C1=O do in these assays?
KDM5B inh: 27.0%

What do the screens show for `Cn1nc(C(=O)Nc2ccc3c(c2)OCCO3)c2ccccc2c1=O`?
KDM5B inh: 8.7%

Results for CCCCC(=O)N/N=C(\C)c1ccc(C)c(C)c1 ?
KDM5B inh: 0.0%

What do the screens show for `CCSc1ncc(Cl)c(C(=O)Nc2ccc(S(=O)(=O)Nc3ncccn3)cc2)n1`?
KDM5B inh: -8.5%

What do the screens show for `COc1ccc(C(=O)c2oc3ccccc3c2NC(=O)c2cccc(OC)c2)cc1`?
KDM5B inh: inconclusive

What do the screens show for `COc1ccc(OC2CCN(C(=O)C3CC3)CC2)c(C(=O)NCCCN2CCOCC2)c1`?
KDM5B inh: inconclusive

How did CCNC(=O)N(C1CC1)C1CCOC2(CCN(C(=O)c3cccc4nccnc34)CC2)C1 (stereo not drawn) do in these assays?
KDM5B inh: -1.5%

Results for Cc1oc(-c2nc(C#N)c(NCc3ccccc3Cl)o2)cc1S(=O)(=O)N(C)C ?
KDM5B inh: inconclusive

How did Cc1cccc(CNC(=O)Cn2nc(C)c3nn(-c4ccc(Cl)cc4)c(C)c3c2=O)c1 do in these assays?
KDM5B inh: -9.7%

Results for CN1CCC(N2C[C@@H](CO)[C@H](c3nc(-c4ccncc4)no3)C2)CC1 ?
KDM5B inh: 20.5%

Results for CCn1ncc(N2CCCC(CC(=O)N(C)Cc3ccccc3)C2)cc1=O (stereo not drawn) ?
KDM5B inh: 15.2%

How did S=C(NCCc1ccc(Cl)cc1Cl)NC1CCCCC1 do in these assays?
KDM5B inh: 0.1%

Results for CCCN(CCC)C(=O)CSc1nnc2cc(C)c3ccccc3n12 ?
KDM5B inh: -14.2%

Results for COCCNc1ccc([N+](=O)[O-])cc1C(=O)NC1CCCc2ccccc21 (stereo not drawn) ?
KDM5B inh: -1.0%

Results for Cc1cccc(-n2ncnc2-c2cc3c(n(-c4ccccc4)c2=O)CC(C)(C)CC3=O)c1C ?
KDM5B inh: -22.7%

What do the screens show for `Cc1cn2nc(C(=O)N3CCC(NC(=O)c4ccc(C#N)cc4)CC3)cc2c(=O)[nH]1`?
KDM5B inh: inconclusive

How did CCOC(=O)N1CCC(NC(=O)c2cn(CC3CCCNC3)nn2)CC1 (stereo not drawn) do in these assays?
KDM5B inh: -17.1%

Results for COc1ccc(C(=O)N2CCCC(c3nn(C)c(=O)n3-c3ccccc3)C2)cn1 (stereo not drawn) ?
KDM5B inh: -6.9%

How did O=C(CCC1CCCC1)NC1CCN(c2cn[nH]c(=O)c2)CC1 do in these assays?
KDM5B inh: -4.5%

Results for Cn1cnc2cc(-c3ccccc3)cc(C(=O)NCc3cccnc3)c21 ?
KDM5B inh: 31.6µM*

What do the screens show for `CCC(=O)N1CCc2cc(Br)cc(S(=O)(=O)CCC(=O)Nc3ccccc3C)c21`?
KDM5B inh: 0.3%

What do the screens show for `CCc1c(C)sc(NC(=O)c2cccc(Cl)c2)c1C#N`?
KDM5B inh: -29.4%

Results for O=C(Nc1ccsc1C(=O)O)c1ccccc1Cl ?
KDM5B inh: -9.3%

Results for CCC(C)c1ccc2oc(-c3cccc(NC(=O)c4cccnc4)c3)nc2c1 (stereo not drawn) ?
KDM5B inh: 13.1%

Results for CCCCCC1CCC(c2ccc(-c3ccc(SC(F)F)cc3)cc2)CC1 (stereo not drawn) ?
KDM5B inh: 2.5%

Results for O=C(NC1CCCCC1)[C@H]1O[C@H](CCN2CCN(c3ccccn3)CC2)CC[C@@H]1O ?
KDM5B inh: -0.2%[86.2 µM]

What do the screens show for `Cc1nc(-c2cnccn2)n(CC(=O)Nc2ccc(F)c(Cl)c2)c(=O)c1C`?
KDM5B inh: 21.9%

Results for Cc1cccc(C(=O)N2C(C(=O)NCC(C)C)COC23CCN(C(=O)C(C)(C)C)CC3)c1 (stereo not drawn) ?
KDM5B inh: 1.2%

What do the screens show for `Cc1ccc(C2Cn3nnc(-c4noc(-c5ccc(C)s5)n4)c3CO2)cc1` (stereo not drawn)?
KDM5B inh: 12.6µM*

Results for N#Cc1cc(NCC(=O)N2CCNC2=O)ccc1Cl ?
KDM5B inh: -13.3%

What do the screens show for `c1ccc(CO[C@H]2COCCN(c3nc4ccccc4s3)C2)cc1`?
KDM5B inh: 14.9%[86.2 µM]

How did CSCc1noc(CNC(=O)CC(c2ccccc2)c2ccccc2Cl)n1 (stereo not drawn) do in these assays?
KDM5B inh: -25.8%

Results for Cc1nnsc1C(=O)Oc1ccc(C#N)cc1 ?
KDM5B inh: inconclusive

How did O=C(O)c1ccc(C2CCCN(C(=O)c3cccc4cccnc34)C2)cc1 (stereo not drawn) do in these assays?
KDM5B inh: -17.8%

Results for CN(Cc1ccon1)C(=O)c1ccc2c(c1)[nH]c(=O)n2C1CCC(O)CC1 (stereo not drawn) ?
KDM5B inh: 17.1%

How did COCCNC(=O)[C@@H]1C[C@H](Oc2ccccc2)CN1C(=O)CCc1nc2ccccc2[nH]1 do in these assays?
KDM5B inh: -4.7%

Results for CCC(C)NC(=O)CCc1nnc2n(CCc3ccccc3)c(=O)c3ccccc3n12 (stereo not drawn) ?
KDM5B inh: -14.7%

Results for O=S(=O)(c1cccc2c1OCCO2)N1CCCn2nc(CO)cc2C1 ?
KDM5B inh: 5.0%

What do the screens show for `O=C(NCc1cccnc1)C1CCC(=O)N1C1CCN(C(=O)c2ccc(F)cc2)CC1` (stereo not drawn)?
KDM5B inh: 17.6%

What do the screens show for `CCOc1ncccc1C(=O)N(Cc1nnc(-c2ccc(Cl)cc2)o1)C(C)C`?
KDM5B inh: -10.3%

What do the screens show for `COc1ccccc1C(=O)NCCC1CCN(C(=O)Nc2ccccc2C)CC1`?
KDM5B inh: 13.3%

How did CCC(C(=O)NC1CCCCC1)n1c(SCc2cccc(C)c2)nc2ccncc21 (stereo not drawn) do in these assays?
KDM5B inh: inconclusive

Random excerpt: six entries already listed.
Results for CN(Cc1ccon1)C(=O)c1ccc2c(c1)[nH]c(=O)n2C1CCC(O)CC1 (stereo not drawn) ?
KDM5B inh: 17.1%

Results for CCC(C)NC(=O)CCc1nnc2n(CCc3ccccc3)c(=O)c3ccccc3n12 (stereo not drawn) ?
KDM5B inh: -14.7%

Results for CCCCCC1CCC(c2ccc(-c3ccc(SC(F)F)cc3)cc2)CC1 (stereo not drawn) ?
KDM5B inh: 2.5%

What do the screens show for `Cc1nc(-c2cnccn2)n(CC(=O)Nc2ccc(F)c(Cl)c2)c(=O)c1C`?
KDM5B inh: 21.9%

Results for O=C(NC1CCCCC1)[C@H]1O[C@H](CCN2CCN(c3ccccn3)CC2)CC[C@@H]1O ?
KDM5B inh: -0.2%[86.2 µM]

Results for CCC(C)c1ccc2oc(-c3cccc(NC(=O)c4cccnc4)c3)nc2c1 (stereo not drawn) ?
KDM5B inh: 13.1%

Continuation:
What do the screens show for `CCc1noc(-c2cn(C3CCN(C(=O)c4ccoc4)CC3)nn2)n1`?
KDM5B inh: -4.5%

Results for Cc1cc(C)cc(-n2cnc3cc(C(=O)NCCc4ccccc4)ccc32)c1 ?
KDM5B inh: -24.2%

What do the screens show for `COc1ccc(OC)c(Nc2nc3ccccc3nc2NS(=O)(=O)c2ccc(F)cc2)c1`?
KDM5B inh: inconclusive

How did CC(C)c1cc(NCc2cccnc2-n2cncn2)n2nccc2n1 do in these assays?
KDM5B inh: inconclusive

What do the screens show for `COc1ccc(N2CC3CCC(C2)N3Cc2ccc(-c3ccccc3)cc2)cc1`?
KDM5B inh: -10.7%[115 µM]

What do the screens show for `C#CCN(C)C[C@@H]1C=C(C)[C@H](Cc2nnc(-c3ccc(C)cc3)o2)C[C@H]1C(C)C`?
KDM5B inh: 18.5%[86.2 µM]

How did CCOc1ccc(CCNC(=O)Cc2ccc(NC(=O)N3CCSc4ncccc43)cc2)cc1 do in these assays?
KDM5B inh: inconclusive

How did CCn1ccc2cc(S(=O)(=O)N3CCC(C(=O)NCc4cccc(Cl)c4)CC3)ccc21 do in these assays?
KDM5B inh: -13.4%

Results for Cc1nc(C2CCCN(C(=O)CNC(N)=O)C2)cc(N2CCCC2)n1 (stereo not drawn) ?
KDM5B inh: -10.2%

How did CCn1cc(-c2ccc(F)cc2)cc1C(=O)NCCOC do in these assays?
KDM5B inh: inconclusive

What do the screens show for `CC(=O)c1c(C)[nH]c(C(=O)OC(C)C(=O)c2ccc(Cl)cc2)c1C` (stereo not drawn)?
KDM5B inh: -6.2%

Results for CCCN1CCc2[nH]cnc2C12CCN(Cc1ccc(C3CCCCO3)o1)CC2 (stereo not drawn) ?
KDM5B inh: 1.3%

Results for Cc1ccc(OCC(=O)Nc2ccccc2C(=O)OCc2cc(=O)n3nc(C4CC4)sc3n2)cc1 ?
KDM5B inh: 17.5%

Results for CCOc1ccc(-n2c(SCC(=O)N3CCOCC3)nc3c([nH]c4ccccc43)c2=O)cc1 ?
KDM5B inh: -26.7%

Results for COc1ccc(OCc2nc(C3CN(C(=O)C4(c5ccc(OC)cc5)CC4)C3)no2)cc1 ?
KDM5B inh: -8.6%

How did COc1cccc(-c2cc3c(=O)n(CCNC(=O)c4ccoc4)ccn3n2)c1 do in these assays?
KDM5B inh: -6.7%

What do the screens show for `CCc1ccc(C2C(C(=O)OC)C(=O)CC(C)(O)C2C(=O)OC)cc1` (stereo not drawn)?
KDM5B inh: 29.8%

How did CN(Cc1ccccc1)Cc1cc(C[C@H]2CNCC[C@H]2CC(=O)NCc2cccs2)no1 do in these assays?
KDM5B inh: -21.2%

What do the screens show for `Cc1ccc(Cl)cc1N1CCN(C(=O)c2cccn2-c2nnc(N3CCCC3)s2)CC1`?
KDM5B inh: inconclusive

How did CCOC(=O)c1cc(-c2ccccc2)n(CC(=O)Nc2ccc(CC)cc2)c1C do in these assays?
KDM5B inh: -27.5%

Results for O=C(C1CC1)N1CCc2cc(Br)cc(S(=O)(=O)Nc3ccc(C(F)(F)F)cc3)c21 ?
KDM5B inh: -28.0%

How did CCCc1cc(C(=O)NC2CC2)cs1 do in these assays?
KDM5B inh: 4.6%

How did COc1ccccc1CCNS(=O)(=O)c1cn(C)c(=O)n(C)c1=O do in these assays?
KDM5B inh: -8.3%

How did CCOCCCNC(=O)c1ccc2nc(CCc3ccccc3)oc2c1 do in these assays?
KDM5B inh: -11.3%

What do the screens show for `COc1ccccc1-c1nn(-c2ccccc2)cc1C(=O)N1CCc2ccccc2C1`?
KDM5B inh: 450.7%[activator]

What do the screens show for `CCc1nnc(NC(=O)Cc2coc3cc(C)c(C(C)C)cc23)s1`?
KDM5B inh: 20.5%

What do the screens show for `Cc1oc2c(c1C(=O)N1CC(C)(C)C(C)(O)C1)C(=O)CCC2` (stereo not drawn)?
KDM5B inh: 9.2%

How did CC1CCN(S(=O)(=O)c2cc(C(=O)N3CCN(c4cccc(Cl)c4)CC3)n(C)c2)CC1 do in these assays?
KDM5B inh: -12.8%

What do the screens show for `CC(C)c1ccc(NC(=O)c2cccc3c2C(=O)N(C2CCCCC2)C3)cc1`?
KDM5B inh: 8.4%

An excerpt (hit frequency here may not be typical).
